# Screening data (PubChem BioAssay)
# HIV RNase H inh – inhibitors of HIV-1 reverse transcriptase RNase H; P04585; RT-RNase H RNA/DNA duplex cleavage, fluorescence; inhibition, % at 10 µM; 65,000 tested, 1.9% active; AID 565; in the data active = inhibition above about 50%
# RmlC RmlD mix – RmlC/RmlD inhibition, mixture screen | inhibition, % at 5.5 µM | 110,000 tested, 0.39% active | AID 1532 | RmlC/RmlD coupled enzyme inhibition, 384-well mixture HTS; in the data active = inhibition above about 30%, passing the limit was not always enough; inconclusive = no clear call, values can overlap the other calls; also: strong numbers were not always called active
# * = called active by the depositor; ? = inconclusive; / = not tested or not shown.
1. COc1cc(OC)cc(C(=O)N(Cc2cc3cc(C)ccc3[nH]c2=O)C(C)C)c1
2. Cc1[nH]c(=O)[nH]c1CN1CCCCC1
3. Cc1ccc(N=Nc2c(N)n(-c3ccccc3)[nH]c2=O)cc1
4. CCN1C(=O)C(C(=O)NC(C)c2ccccc2)C2CC1(C)Oc1ccccc12 (stereo unspecified)
5. CCOC(=O)c1sc2ncnc(NCc3ccco3)c2c1C
6. C/C=C(\C)C(=O)Nc1cccc(C2=NOC3(C2)C[C@H](C(N)=O)N(C(=O)C(c2ccccc2)c2ccccc2)C3)c1 (stereo partly specified)
7. COC(=O)C1=C(c2ccc(S(C)(=O)=O)cc2)C[C@@H]2CC[C@H]1N2C(=O)N1CCCCC1
8. CCCc1c(CC)c(=N)c2ccccc2n1C

assay / entry,1,2,3,4,5,6,7,8
HIV RNase H inh,-24,-14,/,-10,/,/,/,-2
RmlC RmlD mix,-4,-14,-10,/,13,7,6,13

9. CCCCCn1c(SC(C)C(C)=O)nc2c1c(=O)[nH]c(=O)n2C (stereo unspecified)
10. O=C(NCC(c1ccc(F)cc1)N1CCOCC1)c1ccc(Br)o1 (stereo unspecified)
11. Fc1cccc(F)c1-c1nc2c(s1)CCc1onc(-c3ccc(Br)cc3)c1-2
12. CCn1cc(C(=O)OCC(=O)N(C)C2CCS(=O)(=O)C2)c(=O)c2ccc(C)nc21 (stereo unspecified)
13. CCSc1nc2n(n1)C(c1cccc(F)c1)C1=C(CCCC1=O)N2 (stereo unspecified)
14. C[C@H]1COC2=C1C(=O)C(=O)c1c2ccc2c1CCCC2(C)C
15. O=C(Nc1ccon1)c1cc2c(s1)CCCC2
16. CCn1ncc(/C=N/NC(=O)c2ccc3c(c2)OCO3)c1C

assay / entry,9,10,11,12,13,14,15,16
HIV RNase H inh,-22,-5,/,-6,-7,/,-27,/
RmlC RmlD mix,7,-11,1,-5,15,7,9,-9

17. CCS(=O)(=O)N1CCN(c2cccc(C)c2C)CC1
18. CCOC(=O)N(CC)c1ccc(C(O)(C(=O)OCC)C(F)(F)F)cc1 (stereo unspecified)
19. Nc1nc(SCc2ccccc2Cl)n[nH]1
20. O=C(/C=C(\c1ccc(Cl)cc1)n1cncn1)c1ccc(Cl)cc1
21. COCCN(C(=O)c1ccco1)C(C(=O)NC1CCCC1)c1cccs1 (stereo unspecified)
22. Cn1c(=O)c2c(nc(SCC(=O)N3CCc4ccccc4C3)n2C)n(C)c1=O
23. Cc1cccc(Nc2nnc(SCc3cn4ccsc4n3)s2)c1
24. CCN1CCN(Cc2c(O)ccc3c(=O)c(-c4ccc(OC)c(OC)c4)c(C)oc23)CC1

assay / entry,17,18,19,20,21,22,23,24
HIV RNase H inh,-6,-2,/,/,/,-1,-24,1
RmlC RmlD mix,/,-16,-11,8,15,3,-12,-40

25. Cc1cc(Oc2nnnn2-c2ccccc2)ccc1Cl
26. N#CCC(CNc1ncc(C(F)(F)F)cc1Cl)OC(=O)c1cccc(C(F)(F)F)c1 (stereo unspecified)
27. COc1ccc(Cl)cc1C(=O)NNC(=S)NC(=O)c1cc(-c2ccc(Cl)cc2)nc2ccccc12
28. CC1CC(=O)N(CC(=O)NCc2ccc3c(c2)OCO3)c2ccccc2S1 (stereo unspecified)
29. CC1=C(C#N)C(Nc2cc(C)ccn2)(C(F)(F)F)C(=O)N1 (stereo unspecified)
30. CCOC(=O)CNc1c(-c2ccccc2)nc2ccc(Cl)cn12
31. Cc1noc2nc(-c3cccs3)cc(-c3nnc4n3CCCCC4)c12
32. CC1C/C(=N\NC(=S)NCc2ccccc2)CC(C)(C)C1 (stereo unspecified)

assay / entry,25,26,27,28,29,30,31,32
HIV RNase H inh,/,/,/,-12,/,/,-4,/
RmlC RmlD mix,-9,1,-10,/,20,8,/,21

# Sorted by length of the SMILES (descending): 14 of the compounds above.
27. COc1ccc(Cl)cc1C(=O)NNC(=S)NC(=O)c1cc(-c2ccc(Cl)cc2)nc2ccccc12
24. CCN1CCN(Cc2c(O)ccc3c(=O)c(-c4ccc(OC)c(OC)c4)c(C)oc23)CC1
26. N#CCC(CNc1ncc(C(F)(F)F)cc1Cl)OC(=O)c1cccc(C(F)(F)F)c1 (stereo unspecified)
22. Cn1c(=O)c2c(nc(SCC(=O)N3CCc4ccccc4C3)n2C)n(C)c1=O
18. CCOC(=O)N(CC)c1ccc(C(O)(C(=O)OCC)C(F)(F)F)cc1 (stereo unspecified)
20. O=C(/C=C(\c1ccc(Cl)cc1)n1cncn1)c1ccc(Cl)cc1
21. COCCN(C(=O)c1ccco1)C(C(=O)NC1CCCC1)c1cccs1 (stereo unspecified)
31. Cc1noc2nc(-c3cccs3)cc(-c3nnc4n3CCCCC4)c12
16. CCn1ncc(/C=N/NC(=O)c2ccc3c(c2)OCO3)c1C
32. CC1C/C(=N\NC(=S)NCc2ccccc2)CC(C)(C)C1 (stereo unspecified)

assay / entry,27,24,26,22,18,20,21,31,16,32
HIV RNase H inh,/,1,/,-1,-2,/,/,-4,/,/
RmlC RmlD mix,-10,-40,1,3,-16,8,15,/,-9,21

23. Cc1cccc(Nc2nnc(SCc3cn4ccsc4n3)s2)c1
17. CCS(=O)(=O)N1CCN(c2cccc(C)c2C)CC1
25. Cc1cc(Oc2nnnn2-c2ccccc2)ccc1Cl
19. Nc1nc(SCc2ccccc2Cl)n[nH]1

assay / entry,23,17,25,19
HIV RNase H inh,-24,-6,/,/
RmlC RmlD mix,-12,/,-9,-11

# (list continues)
33. COc1ccc(NC(=O)C23CC4CC(C2)CC(n2cnc(Br)n2)(C4)C3)cc1OC
34. CSCCC(N=Cc1c(O)n(-c2ccc(F)cc2)c(=O)[nH]c1=O)C(=O)O (stereo unspecified)
35. CC(C)CN1C(=O)NC(NC(=O)c2cccs2)(C(F)(F)F)C1=O (stereo unspecified)
36. O=Cc1ccc(O)c(O)c1
37. CCCN(CC#CCOc1ccc(OC)cc1)CCC
38. CCOC(=O)c1cnc(SCC(=O)Nc2ccc3c(c2)OCCO3)nc1N
39. COc1ccc(OC)c(CNn2c(-c3cccc(C)c3)nc3ccccc3c2=O)c1
40. O=C(CN(C(=O)Cn1nnc(-c2ccc(F)cc2)n1)C1CCCC1)NC1CCCC1

assay / entry,33,34,35,36,37,38,39,40
HIV RNase H inh,/,-31,-13,/,/,-9,/,-21
RmlC RmlD mix,-2,-9,14,-12,-7,/,16,0

41. COCn1c(-c2ccccc2)nc2ccccc21
42. CC(C)(C)OC(=O)N1CCN(c2ccc(NC(=O)Cn3nnc(-c4ccccc4)n3)cc2)CC1
43. Cc1ccc(-c2csc3nc(C)n(-n4c(C)ccc4C)c(=O)c23)o1
44. COc1cccc(CNC(=O)c2nnn(CC(=O)Nc3ccc(C)c(C)c3)c2N)c1
45. N#Cc1ccccc1NC(=O)Nc1cccs1
46. CCCCCc1cc(=O)oc2c(C(CCN3CCCC(C)C3)c3ccc4c(c3)OCO4)c(OC)cc(OC)c12 (stereo unspecified)
47. CCOCc1cnc(C)nc1NCC(=O)c1c(C)n(C)c2ccc(OC)cc12
48. CCn1c2ccc(/C(C)=N\O)cc2c2cc(/C(C)=N\O)ccc21

assay / entry,41,42,43,44,45,46,47,48
HIV RNase H inh,-29,/,7,13,-19,/,-7,/
RmlC RmlD mix,4,-7,13,-16,6,3,-7,6

49. O=C(Cc1ccc(F)cc1)c1ccc(O)cc1O
50. O=c1c2cccnc2[nH]c(=S)n1CCCN1CCN(c2ccc(F)cc2)CC1
51. CC(C)C(CCNC(=O)CN1C(=O)c2ccccc2C1=O)c1ccco1 (stereo unspecified)
52. Cn1cccc1-c1nc2ccc(NC(=O)c3cccs3)cc2[nH]1
53. O=C(CSc1ccc(Cl)cc1)N1CCN(c2ncc(C(F)(F)F)cc2Cl)CC1
54. CC(C)CNC(=O)COC(=O)c1cc(Cl)cc(Cl)c1N
55. Cn1c(-c2ccc(Cl)cc2)ccc(C#N)c1=O
56. Cc1ccc(C(C(=O)NC2CCCC2)N(Cc2cccnc2)C(=O)c2snc(C(N)=O)c2N)o1 (stereo unspecified)

assay / entry,49,50,51,52,53,54,55,56
HIV RNase H inh,/,-1,/,0,/,/,/,-3
RmlC RmlD mix,0,-11,7,-6,-11,?,1,14

57. Cc1ccc(NC(=O)N(Cc2cccnc2)Cc2ccco2)cc1C
58. Cc1cc(N2CCN(S(=O)(=O)c3ccc(C)c(C)c3)CC2)c2ccccc2n1
59. COC(=O)CSc1nnc(-c2ccc(S(=O)(=O)N3CCC(C)CC3)cc2)o1
60. CCOc1ccccc1NC(=S)NC(=O)CCCOc1ccc(Cl)cc1Cl
61. N=c1n(CCO)c2ccccc2n1Cc1ccccc1Cl
62. CCOC(=O)CSc1nnc(CSc2nc3sc4c(c3c(=O)[nH]2)CCC4)n1-c1ccccc1
63. CC1CCCN(c2nc3c(c(=O)n(C)c(=O)n3C)n2CCSc2nc3ccccc3s2)C1 (stereo unspecified)
64. CC(=O)NCC(=O)N(c1c(C)n(C)n(-c2ccccc2)c1=O)C1(C(=O)NC2CCCC2)CCCCC1

assay / entry,57,58,59,60,61,62,63,64
HIV RNase H inh,/,/,0,/,-10,/,-10,-8
RmlC RmlD mix,8,-6,24,3,4,-5,-12,/

65. O=C(NCCCCCNC(=O)c1ccco1)c1ccco1
66. Cc1nn(-c2ccccc2)c(N2CCCC2)c1/C=N/O
67. CCc1ccc2[nH]c(=O)c(CN(Cc3ccco3)S(=O)(=O)c3ccc4c(c3)OCCO4)cc2c1
68. Cc1cccc(N(CC(=O)NCc2ccc3c(c2)OCO3)C(=O)CCC(=O)Nc2ccccn2)c1C
69. COc1ccc(OC)c(CNC(=O)COc2cc(=O)n(C)c3ccccc23)c1
70. O=C(NCCc1ccc(Cl)cc1)C1CCN(S(=O)(=O)c2cccc3nonc23)CC1
71. c1cc(-c2noc(-c3ccc4c(c3)OCO4)n2)ccn1
72. CCOC(=O)c1cnc(SCC(=O)c2ccc(Cl)cc2)nc1N

assay / entry,65,66,67,68,69,70,71,72
HIV RNase H inh,-7,/,-2,-3,-33,15,-14,/
RmlC RmlD mix,-11,-9,2,3,8,-7,/,3

73. CC(C)(C)n1ncc2c(=O)n(CC(=O)N3CCCc4ccccc43)cnc21
74. c1cncc(C(c2nnnn2C2CCCCC2)N2CCN3CCCC3C2)c1 (stereo unspecified)
75. Cc1cccc(N(C(=O)CNC(=O)c2ccco2)C(C(=O)NC2CCCC2)c2cccnc2)c1 (stereo unspecified)
76. CCOC(=O)c1cc(C#N)c(Oc2ccccc2OC)nc1-c1ccccc1
77. C[C@H](NC(=O)c1nc[nH]c1C(=O)NC1CCN(C(=O)OC(C)(C)C)CC1)C(=O)OCc1ccccc1
78. Cc1ccc(-c2csc(N3CCC(NS(=O)(=O)c4ccc5c(c4)OCCO5)CC3)n2)cc1
79. O=C(CN1C(=O)NC2(CCCCCC2)C1=O)N1CCC(Cc2ccccc2)CC1
80. CCOc1nc(NCCN2CCOCC2)nc(Nc2ccc(C)cc2)n1

assay / entry,73,74,75,76,77,78,79,80
HIV RNase H inh,-14,/,1,/,/,-6,-4,/
RmlC RmlD mix,0,34,5,7,-25,-7,2,3

81. O=C1C2CCCN2C(c2ccccc2)N1c1nccs1 (stereo unspecified)
82. CC(C)CCNC(=O)C1CC(=O)N(C2CCCC2)C1 (stereo unspecified)
83. O=C(Oc1ccc2[nH]cc(CCN3C(=O)c4ccccc4C3=O)c2c1)c1ccco1
84. OCCNCCOc1ccccc1F
85. Cc1ccc(NC(=O)CNC(=O)c2ccccc2F)cc1Cl
86. C=CCNC(=O)c1c(CSc2ccccc2)noc1C(=O)NCc1ccccc1
87. Cc1cc(NC(=O)C2CC2)ncc1NC(=O)C12CC3CC(CC(C3)C1)C2
88. c1cncc(-c2nc3ccccc3[nH]2)c1

assay / entry,81,82,83,84,85,86,87,88
HIV RNase H inh,-21,/,-28,/,/,/,-7,/
RmlC RmlD mix,24,3,-14,4,-14,3,-21,10

89. CCCCCCOC(=O)CCc1c(C)nc(N)[nH]c1=O
90. CCOC(=O)CNC(=O)CSc1nc2cccnc2n1Cc1ccccc1
91. C=CCOn1c(C)c(C(C)=O)c2c3no[n+]([O-])c3ccc21
92. CCOC(=O)C1CCCN(C(=O)c2ccc3c(c2)NC(=O)C(N2CCOCC2)S3)C1 (stereo unspecified)
93. Cc1nc(Oc2ccccc2)c2oc3ccccc3c2n1
94. CN1C(=O)c2cccc(NC(=O)Cc3ccccc3)c2C1=O
95. Cc1csc2ncc(C(=O)Nc3ccccc3Cl)c(=O)n12
96. CCOC(=O)/C(=N\Nc1ccc(OC)cc1)c1csc(Nc2ccccc2)n1

assay / entry,89,90,91,92,93,94,95,96
HIV RNase H inh,/,-10,/,-6,/,-30,-1,/
RmlC RmlD mix,6,3,-9,7,6,-9,12,13

97. O=c1cc(N2CCC3(CC2)OCCO3)[nH]c(=O)n1C1CCCCC1
98. Cc1ccc(C2CC2c2n[nH]c(=S)n2-c2ccc(Cl)cc2)cc1 (stereo unspecified)
99. CCOCCCNC(=O)C(NC(=O)c1cnccn1)c1ccc(C)cc1 (stereo unspecified)
100. Cc1nnc(NC(=O)c2sc3nc(-c4cccs4)cc(C(F)(F)F)c3c2N)s1

assay / entry,97,98,99,100
HIV RNase H inh,-5,/,/,/
RmlC RmlD mix,11,7,-38,-5

# Not all compounds are listed, so the mix of outcomes need not match the whole.
